PP5 inh: PP5 phosphatase inhibitors, primary screen, biochemical, fluorescence; 320,000 tested, 0.18% active; inhibition, % at 6.7 µM; Serine/threonine-protein phosphatase 5 (Homo sapiens), P53041; purified PP5c, OMFP substrate fluorescence;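 active = inhibition above the campaign's mean inhibition across all tested compounds plus 3 SD, cut at about 9.5% in these data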;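 note: 0% = DMSO only and 100% = 100 µM cantharidin control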
ZTA DNA inh: ZTA (EBV) inhibition in EBNA-1 counter-screen; ZTA-DNA binding, fluorescence polarization; AID 2234; inhibition, % at 11 µM; 320,000 tested, 0.15% active; in the data active = inhibition above about 33%
Target sequence (P03206 whole entry, looked up): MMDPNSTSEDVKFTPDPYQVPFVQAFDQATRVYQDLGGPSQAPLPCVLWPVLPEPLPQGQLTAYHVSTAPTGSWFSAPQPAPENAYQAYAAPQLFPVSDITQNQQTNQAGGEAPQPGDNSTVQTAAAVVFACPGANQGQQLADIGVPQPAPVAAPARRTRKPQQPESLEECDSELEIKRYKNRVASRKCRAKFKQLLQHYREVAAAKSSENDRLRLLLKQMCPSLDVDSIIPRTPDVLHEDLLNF
TPT1 inh: Candida albicans TPT1 enzyme inhibitors, primary screen, biochemical, fluorescence polarization. 300,000 tested, 0.81% active. tRNA 2'-phosphotransferase TPT1 (Candida albicans SC5314). inhibition, % at 5 µM. recombinant caTPT1, FP RNA substrate dephosphorylation;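 active = inhibition above the mean of all tested compounds plus 3 SD, set per screening campaign, cut at about 24% in these data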;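 note: plate controls were DMSO alone for no effect and ferristatin control at 100 nM for full effect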
Efflux pump mplx: inhibitors of Candida efflux pumps in yeast, primary screen, S. cerevisiae, Nile Red, multiplex | 330,000 tested, 0.44% active | AID 485275, 2010 | inhibition, % at 10 µM | S. cerevisiae Candida pump triplex;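 active = plate passing quality check with inhibition over a set limit, or well fluorescence over plate mean plus 4 SD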;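 note: Nile Red retained in pooled yeast measured as flow cytometry median fluorescence; 0% = buffer negative control and 100% = Enniatin B positive control; higher means more Nile Red kept so more efflux inhibition; some compounds called inactive have numbers as strong as hits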
CTSL1 counter: Fasciola hepatica cathepsin L1 inhibitors, primary screen, counter-screen for PFM18AAP inhibitor project, biochemical, QFRET, fluorogenic peptide substrate; recombinant F. hepatica cathepsin L1, Z-Leu-Arg-MCA fluorescence; inhibition, % at 5.96 µM; 300,000 tested, 0.49% active; AID 1906, 2009;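 active = inhibition above the mean of all tested compounds plus 3 SD, set per screening campaign, cut at about 17% in these data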;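 note: 0% = plate median of test compound wells and 100% = 1 µM Z-Phe-Ala-diazomethylketone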
PREPL inh: PREPL enzyme inhibitors, primary screen, biochemical, fluorescence polarization; Prolyl endopeptidase-like (Homo sapiens), Q4J6C6; recombinant PREPL, fluorescence polarization activity-based probe; inhibition, % at 5.96 µM; 320,000 tested, 0.68% active; AID 2751, 2010; in the data active = inhibition above about 43%;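 note: 0% = enzyme with DMSO and 100% = wells lacking enzyme; many of its hits are not listed in these tables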
Target sequence (Q4J6C6 whole entry, looked up): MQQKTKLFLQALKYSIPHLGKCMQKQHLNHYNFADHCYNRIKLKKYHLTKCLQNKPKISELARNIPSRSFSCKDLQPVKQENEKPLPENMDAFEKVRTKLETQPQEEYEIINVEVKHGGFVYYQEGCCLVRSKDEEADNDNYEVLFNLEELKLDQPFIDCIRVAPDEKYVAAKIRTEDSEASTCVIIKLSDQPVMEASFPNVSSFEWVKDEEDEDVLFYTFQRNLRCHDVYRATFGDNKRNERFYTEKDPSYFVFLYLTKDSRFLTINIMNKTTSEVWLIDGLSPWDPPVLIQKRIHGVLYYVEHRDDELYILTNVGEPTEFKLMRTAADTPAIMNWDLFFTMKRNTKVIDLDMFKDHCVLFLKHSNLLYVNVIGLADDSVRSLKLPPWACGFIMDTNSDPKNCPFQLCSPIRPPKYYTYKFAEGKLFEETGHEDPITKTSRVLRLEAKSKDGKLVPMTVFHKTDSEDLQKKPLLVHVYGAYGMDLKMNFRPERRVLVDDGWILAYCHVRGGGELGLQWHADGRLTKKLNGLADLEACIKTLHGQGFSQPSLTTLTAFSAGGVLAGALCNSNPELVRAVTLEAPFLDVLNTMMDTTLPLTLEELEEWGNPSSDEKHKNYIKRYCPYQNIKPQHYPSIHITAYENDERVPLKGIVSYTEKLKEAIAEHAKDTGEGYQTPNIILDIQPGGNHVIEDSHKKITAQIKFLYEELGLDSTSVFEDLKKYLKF
PP1 counter: PP1-alpha phosphatase inhibitors, primary screen, counter-screen for PP5 inhibitor project, biochemical, fluorescence, OMFP substrate, single point; purified PP1alpha; inhibition, % at 6.7 µM; 320,000 tested, 0.9% active; AID 2235, 2010;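 active = inhibition above the mean inhibition of all tested compounds plus 3 SD, computed separately for each screening campaign, cut at about 15% in these data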
core dimer inh: inhibitors of HCV core protein dimerization, primary screen, biochemical, TR-FRET, high-throughput | TR-FRET GST/Flag-core106 dimerization, 1536-well | inhibition, % at 5 µM | 300,000 tested, 0.33% active | AID 1899, 2009;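 active = inhibition above the mean of all tested compounds plus 3 SD, set per screening campaign, cut at about 45% in these data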
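System – GST-tagged and Flag-tagged HCV core protein residues 1-106 · Repeats – one well for each compound · Technique – TR-FRET 671 and 617 nm emission · Doses – one concentration, 5 µM, in 0.5% DMSO · Times – 4 h, 22.5 °C incubation · Also added – Eu donor and XL665 acceptor anti-tag antibodies · Measure – percent inhibition of core106 dimerization signal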
EBNA-1 inhibitor: EBNA-1 DNA-binding inhibitors, primary screen, biochemical, fluorescence polarization; 300,000 tested, 0.34% active; inhibition, % at 14.8 µM; AID 1950, 2009; in the data active = inhibition above about 28%
* marks the source's active call; other numbers are inactive results.

SMILES	PP5 inh	ZTA DNA inh	TPT1 inh	Efflux pump mplx	CTSL1 counter	PREPL inh	PP1 counter	core dimer inh	EBNA-1 inhibitor
Cc1cc(C)c(NC(=O)CSc2nc3ccncc3[nH]2)c(C)c1	1.2	1.1	-2.8	0.1	-2.4	-12.4	-2.5	-0.3	-1.5
Cc1ccc(NC(=O)CCn2cnc3ccccc3c2=O)c(C)c1	-1.4	-3.5	-4.4	0.2	-0.4	2.2	1.8	-2.9	-5.2
O=C(CCS(=O)(=O)c1ccc(Br)cc1)NC1CCCCCC1	0.0	-1.8	-2.7	-0.3	5.3	19.0	-2.5	-54.5	13.8
O=C(CSc1ncn[nH]1)Nc1nnc(-c2ccccc2)s1	2.9	-13.8	0.7	1.1	-2.6	-8.5	-2.5	-10.8	-3.9
Cc1nc2c(c(C)nn2-c2ccccc2)c(C)c1CCC(=O)Nc1ccc(CN2CCCC2)cc1	1.5	7.0	0.6	0.1	1.9	-13.3	-0.2	0.8	-3.5
CSc1ccc(/C=N/n2c(COc3ccccc3)n[nH]c2=S)cc1	3.2	8.9	-0.8	-0.2	-0.7	-10.1	0.7	3.1	24.3
COc1ccc2oc(=O)c(C(=O)NCc3ccccc3)cc2c1	0.0	14.3	-1.1	-0.1	-0.1	-5.5	-1.8	-1.2	9.1
CCCCCCC(=O)N(O)C1CC(=O)N(c2ccccc2)C1=O (stereo not drawn)	0.6	0.4	-0.7	-0.3	-14.2	3.9	-4.7	2.2	7.3
COc1ccc(OC)c(N(CC(=O)NC2CC2)S(=O)(=O)c2ccc(C)cc2)c1	3.3	4.2	0.4	-0.1	1.8	3.4	-3.9	-0.4	-3.2
COc1ccccc1C(=O)N/N=C/c1cnc2ccccc2n1	2.4	-1.3	-2.6	-0.1	2.0	-8.0	-1.4	-0.2	10.7
COc1ccc(Nc2oc(COc3ccc(C)cc3)nc2C#N)cc1	7.7	-4.2	-2.3	-0.1	12.4	21.7	9.2	2.9	-10.0
Nc1[nH]c(=O)ncc1F	0.1	18.2	-1.6	0.0	-11.4	0.7	1.8	5.8	7.0
O=C(CCC(=O)Nc1ccc(F)cc1)N/N=C/c1cccs1	4.1	-15.7	0.3	0.1	3.1	-5.3	0.6	9.2	-3.3
CN(c1ccccc1)S(=O)(=O)c1nnc(NC(=O)C2CCCCC2)s1	0.6	0.3	0.5	-0.2	9.2	5.2	2.6	-19.0	-8.7
COc1ccccc1C(=O)n1nc(-c2ccccc2)nc1N	0.3	8.2	-4.8	-0.1	0.2	-2.5	0.9	-1.1	7.6

Pulled by structure from the list above (4):
SMILES	PP5 inh	ZTA DNA inh	TPT1 inh	Efflux pump mplx	CTSL1 counter	PREPL inh	PP1 counter	core dimer inh	EBNA-1 inhibitor
COc1ccc(OC)c(N(CC(=O)NC2CC2)S(=O)(=O)c2ccc(C)cc2)c1	3.3	4.2	0.4	-0.1	1.8	3.4	-3.9	-0.4	-3.2
O=C(CCS(=O)(=O)c1ccc(Br)cc1)NC1CCCCCC1	0.0	-1.8	-2.7	-0.3	5.3	19.0	-2.5	-54.5	13.8
COc1ccccc1C(=O)N/N=C/c1cnc2ccccc2n1	2.4	-1.3	-2.6	-0.1	2.0	-8.0	-1.4	-0.2	10.7
CSc1ccc(/C=N/n2c(COc3ccccc3)n[nH]c2=S)cc1	3.2	8.9	-0.8	-0.2	-0.7	-10.1	0.7	3.1	24.3

Additional entries follow:
SMILES	PP5 inh	ZTA DNA inh	TPT1 inh	Efflux pump mplx	CTSL1 counter	PREPL inh	PP1 counter	core dimer inh	EBNA-1 inhibitor
O=C(O)COc1ccc2c3c(c(=O)oc2c1)CCC3	1.6	-12.7	-2.1	-0.1	1.1	-6.0	-1.8	1.8	-7.2
CN1CCN(C(c2ccc(C(F)(F)F)cc2)c2ccc3cccnc3c2O)CC1 (stereo not drawn)	3.2	-11.8	-1.4	-0.2	0.3	3.8	13.6	-0.5	-0.3
Cc1ccccc1-c1nnc(SCC(=O)Nc2c(C)n(C)n(-c3ccccc3)c2=O)o1	-0.5	8.0	-2.3	0.1	1.5	6.3	-0.4	-1.6	18.5
CC(C)CCN(CCC(C)C)C/C(O)=C(\C#N)c1nc(-c2ccccc2)cs1	2.1	3.3	6.1	0.1	1.5	3.5	3.5	4.1	9.6
Cc1sc2ncnc(OCC(=O)NC(C)C(C)C)c2c1C (stereo not drawn)	2.8	-2.7	-1.6	-0.1	-0.4	6.5	-5.0	-4.2	2.0
CCn1cc(C(=O)NCc2ccco2)c(=O)c2cc(S(=O)(=O)N3CC(C)CC(C)C3)ccc21 (stereo not drawn)	2.1	6.0	-1.3	0.1	-1.0	3.2	0.6	11.5	-8.0
Cc1cccc(-n2c(O)c(C=Nc3ccc4c(c3)OCO4)c3ccccc3c2=O)n1	-0.5	-10.1	4.8	-0.2	4.3	19.5	2.6	2.5	-13.2
Cc1ccc2cc3cc(C(=O)NCCCN4CCCC4=O)oc3nc2c1	0.1	-1.1	-3.0	-0.1	2.0	4.5	-0.5	-4.1	2.4
Cc1ccc(CN2C(=O)CCC2C(=O)NCCCN2CCCC(C)C2)cc1 (stereo not drawn)	1.7	3.5	0.3	0.0	-1.7	18.8	-3.2	-1.0	13.2
CCOC(=O)N1CCN(S(=O)(=O)c2ccc(OCC)c3ccccc23)CC1	1.6	15.3	-5.8	0.0	-1.1	-6.4	1.1	9.0	8.6
CC1CCc2cc(F)cc3c(O)c(C(=O)NCCN(C)C)c(=O)n1c23 (stereo not drawn)	-0.3	-14.4	-2.3	0.1	-5.2	-7.2	0.6	-6.4	-4.3
COc1ccc(-c2nc(SCC(=O)Nc3cc(C)on3)n[nH]2)cc1	2.2	-7.5	-0.1	0.2	0.1	12.8	-5.4	0.0	-12.6
COc1ccccc1N1CCN(C(=O)/C=C/c2ccc3c(c2)OCO3)CC1	9.1	-14.4	-0.1	0.0	-2.4	19.8	1.4	-5.2	-9.0
Cc1ccc2c(n1)sc1c(-c3ccc(Br)cc3)c(C#N)c(N)nc12	2.7	6.7	3.9	0.2	3.4	-8.6	4.3	11.0	-0.8
CN(C)c1ccc(C(=S)N2CCNCC2)cc1	0.2	-6.8	-1.4	1.2	-0.4	-2.1	-3.7	2.0	-0.4
COc1ccc(CCNC(=O)C2CCN(C(=O)c3ccc([N+](=O)[O-])cc3)CC2)cc1	2.3	-12.2	1.2	0.2	1.0	0.0	-4.5	2.0	0.9
c1ccc(-c2csc(N3CCCCCC3)n2)cc1	-0.2	-7.1	-3.2	0.0	-1.0	3.0	-3.4	-0.8	2.3
NC(=O)CSc1nnc(NC(=O)c2ccc(Br)o2)s1	-1.1	-3.0	0.9	0.1	1.3	-3.5	2.4	1.6	-4.2
OCC1(Cc2ccccc2)CCN(Cc2cc3ccccc3o2)CC1	-1.8	-16.9	1.5	-0.1	-0.7	-19.4	-2.8	-3.2	3.0
Cc1nc2ccccn2c1C(=O)NC1CCCc2ccccc21 (stereo not drawn)	-1.1	-15.5	-5.2	-0.1	5.7	0.4	4.6	-4.8	-13.9
N#C/C(=C\C=C\c1ccccc1)C(=O)N1CCCC1	0.8	3.7	-4.5	-0.1	-1.1	-2.7	-0.1	2.8	-2.5
O=C(Nc1ccccc1)C12CC3CC(C1)CC(n1cnc([N+](=O)[O-])n1)(C3)C2	2.1	-25.9	-6.1	-0.2	-5.3	11.8	0.9	-3.9	-3.5
CN(Cc1ccccc1)C(=O)COC(=O)c1cc(NS(=O)(=O)c2cccs2)ccc1O	0.2	-22.7	-6.8	-0.3	4.0	21.9	-1.2	10.9	0.5
Cc1ccc(C(=O)C(C)OC(=O)CNC(=O)c2ccc(Br)o2)cc1 (stereo not drawn)	-2.5	13.9	0.8	0.0	-15.9	1.6	-4.5	-0.8	7.6
O=C(Nc1nnc(SCc2ccccc2)s1)c1cccs1	-5.1	-12.7	-3.7	0.0	7.8	-5.0	2.8	-3.6	0.4
CCOc1cc(NC(=S)NCCc2ccccc2)c(OCC)cc1NC(C)=O	-0.5	11.9	-1.1	0.0	2.2	4.6	-0.3	-0.8	-0.4
CCNC(=O)NNC(=O)C1CC(c2cccs2)=NO1 (stereo not drawn)	-0.9	-24.3	-2.6	0.0	-1.3	7.5	0.6	-5.8	-8.7
Nn1c(Cc2cccc3ccccc23)nnc1SCc1ccc(Cl)c(Cl)c1	1.6	-2.1	0.1	0.0	1.1	-13.5	7.2	-1.5	8.2
Cn1c(CCNC(=O)C2CCCCC2)nc2cc([N+](=O)[O-])ccc21	-0.7	-12.9	-0.4	0.0	5.5	16.0	-2.8	-4.2	5.9
O=[N+]([O-])c1ccccc1NCCOc1ccccc1	2.3	-19.5	2.5	0.3	0.7	3.5	0.4	-7.0	-14.1
CCCC(=O)Nc1nc2ccc(S(N)(=O)=O)cc2s1	2.0	-1.4	0.7	0.4	-1.3	-10.5	0.8	-40.5	-10.2
COc1cccc(NC(=O)c2csc3c2CCCC3)c1	3.3	1.6	-5.4	0.1	2.1	0.1	-0.2	6.4	6.2
CCOC(=O)C1Nc2ccccc2C2C(O)C(O)CC12 (stereo not drawn)	0.4	3.5	-21.0	0.1	-1.9	9.5	-0.6	7.7	5.2
CC(C)(C)c1[nH]nc2c1C(c1ccoc1)C(C#N)=C(N)O2 (stereo not drawn)	0.8	3.5	5.9	0.4	2.6	9.5	3.8	4.3	-0.1
Cc1ccccc1S(=O)(=O)Cc1ccc(C(=O)NCCN(C)Cc2ccccc2)o1	1.5	-4.2	-0.2	-0.2	0.5	-18.8	3.5	-10.1	-20.4
COc1ccc(NC(=S)Nc2ccc3snnc3c2)cc1	1.6	-0.5	-1.5	0.1	-2.0	1.5	1.5	-0.2	0.8
CCc1cc(=O)oc2cc(C)c(CN3CCCCC3)c(O)c12	0.0	4.6	0.3	0.1	-0.9	5.0	8.2	16.0	5.8
COc1ccc(NC(=O)CN(C)CC(=O)Nc2cccc(C(C)=O)c2)cc1	2.5	3.6	0.8	0.9	-4.7	12.1	2.3	-5.7	-16.0
COC(=O)c1c(C)[nH]c(C(=O)OCC(=O)N(CC(C)C)c2c(N)n(Cc3ccccc3)c(=O)[nH]c2=O)c1C	2.7	-11.9	15.8	0.0	-1.8	-1.2	-1.1	2.2	3.9
Cc1cccc(C)c1NC(=O)CNC(=O)c1ccccc1	0.1	-0.2	-2.8	-0.1	-2.4	15.8	-4.9	1.7	-7.7
CCN(CC)C(=O)CN(c1cc2c(cc1OC)oc1ccccc12)S(=O)(=O)c1ccccc1	4.8	-2.0	-5.0	0.1	1.5	-4.9	1.2	18.6	-2.9
OCC[C@@H]1C[C@H](O)[C@@H](O)[C@]2(Cc3ccccc3CO2)O1	-0.7	11.0	-0.5	-0.1	-0.9	-3.0	-0.9	-5.5	0.8
Cc1cc(N(CCO)CCO)nc(-n2nc(C)cc2C)n1	0.6	-2.9	-0.4	0.1	-0.4	2.6	-4.7	-4.2	-16.6
Nc1ccc(-c2nc3ccccc3o2)cc1	2.4	-8.8	11.7	-0.2	0.9	12.5	6.6	-12.3	-3.1
COc1ccc2c(C)c(CCC(=O)NCCCN3CCCC3=O)c(=O)oc2c1C	1.8	-21.5	1.9	0.3	-0.9	8.0	-3.2	-3.1	-7.8
COCC(C)N=C1NN=C(c2c[nH]c3ccccc23)CS1 (stereo not drawn)	1.6	-7.2	3.7	0.0	1.0	1.1	-0.9	4.5	-0.4

Screens (PubChem BioAssay)

Not all compounds are listed (hit frequency here may not be typical).
